FBPA coupling cs = inhibits coupling enzyme system, counter-screen for aldolase hits. coupling enzyme system counterscreen, AmpLite Red fluorescence. activity change, negative = inhibition, % at 58.2 µM, hits read low. actives 0.67% (n = 290,000). AID 2472; in the data active means activity change below about -30%; further: on the % scale 0 is the no-effect control and ±100 the full control effect
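Activity here indicates interference with the coupling reaction, not aldolase inhibition. Compounds at 57.5 uM final met coupling enzymes for 10 min at RT; substrate and AmpLite Red detection followed, with a 525/598 nm fluorescence read after 20 min.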
Menin-MLL TR inh = inhibitors of human menin-MLL interaction, mutant MLL peptide. O00255. Menin + Texas Red MLL mutant peptide, fluorescence polarization. Potency, µM (top dose mostly 61.6 µM), for inactives: at the top dose FP activity change, negative = inhibition, hits mostly inhibitors. actives 0.23% (n = 270,000). AID 1768; active means well fitted inhibition curve with a large enough effect in the polarisation, with a control signal flat, not every such curve was filed as active; inconclusive means small, poorly fitted or top-dose-only effect, or effect the other way, or a change in a side signal; inactive means no such curve, though single readings can be large or run the other way; the % refers to the polarisation; further: potency means the concentration at half of the fitted maximal effect; % of control where 0% means no effect; many of its hits are not listed in these tables
USP2a inh = inhibitors of human ubiquitin-specific protease USP2a. AID 463254. Potency, µM (doses to about 38.3 µM), without a hit: at the highest dose activity change, negative = inhibition, usual class: inhibitors. O75604. actives 0.01% (n = 330,000). USP2 core, Ub-CHOP2 coupled fluorogenic reporter, 485/531;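 further: potency means the concentration at half of the fitted maximal effect; plate controls were DMSO wells for no effect and full inhibition by NEM control for full effect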
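Cell-free coupled assay: 10nM USP2 core preincubated 30min RT with compound in Tris-HCl pH 8.0/CaCl2/CHAPS buffer, then 25nM Ub-CHOP2 and 25nM reporter substrate; fluorescence (Ex 485/Em 531) read after 60min RT, normalized to NEM inhibition, concentration-response curves fitted.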
PKM2 activator = increases activity of human pyruvate kinase M2. AID 1631. purified PKM2, Kinase-Glo ATP luminescence, activation; response scale: 0% is enzyme alone, no compound. Potency, µM (series often up to 57.5 µM), without a hit: at the top dose activation, hits mostly activators. actives 0.34% (n = 260,000). P14618; further: potency means the concentration at half of the fitted maximal effect; on the % scale 0 is the no-effect control and ±100 the full control effect; nearly all actives have a fitted effect of over 55% in size
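Purified hPK-M2 (>95%) run at intermediate activity with 0.1 mM ADP and 0.5 mM PEP in 50 mM imidazole pH 7.2, KCl, MgCl2; 1 h room temperature. ATP formed read by Kinase-Glo luminescence; normalized to uninhibited and no-enzyme controls.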
TRPV1 ag = human TRPV1 agonism | Q8NER1 | TRPV1-expressing cells, Fluo-8 calcium influx, agonist mode | activation, % at 8.33 µM | actives 0.19% (n = 320,000) | AID 540275; in the data active means activation above about 80%; inconclusive means between about 30% and that limit; further: 0% is about no effect
Target sequence (Q8NER1 whole entry, looked up): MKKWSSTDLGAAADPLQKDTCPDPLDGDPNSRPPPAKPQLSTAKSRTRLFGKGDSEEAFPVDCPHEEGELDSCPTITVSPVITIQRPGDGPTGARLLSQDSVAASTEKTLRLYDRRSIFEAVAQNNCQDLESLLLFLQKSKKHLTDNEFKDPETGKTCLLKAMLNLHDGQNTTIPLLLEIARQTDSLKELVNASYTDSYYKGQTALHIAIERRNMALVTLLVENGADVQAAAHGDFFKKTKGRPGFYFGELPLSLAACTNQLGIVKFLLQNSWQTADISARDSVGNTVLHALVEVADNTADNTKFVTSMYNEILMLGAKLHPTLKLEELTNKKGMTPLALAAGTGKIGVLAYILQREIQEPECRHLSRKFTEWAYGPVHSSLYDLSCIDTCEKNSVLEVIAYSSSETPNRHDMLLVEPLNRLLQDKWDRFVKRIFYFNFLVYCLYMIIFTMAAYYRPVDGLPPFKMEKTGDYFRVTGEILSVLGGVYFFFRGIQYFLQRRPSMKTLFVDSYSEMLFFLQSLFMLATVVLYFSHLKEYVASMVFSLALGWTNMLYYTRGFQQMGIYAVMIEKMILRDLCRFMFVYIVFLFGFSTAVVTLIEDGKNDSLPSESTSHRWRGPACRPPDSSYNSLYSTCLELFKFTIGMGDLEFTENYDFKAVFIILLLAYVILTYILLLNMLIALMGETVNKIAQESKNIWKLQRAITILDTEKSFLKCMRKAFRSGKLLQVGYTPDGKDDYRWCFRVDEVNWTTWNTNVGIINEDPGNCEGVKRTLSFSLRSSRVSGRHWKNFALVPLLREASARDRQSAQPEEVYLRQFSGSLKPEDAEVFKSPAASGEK
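Fluo-8 calcium influx in TRPV1-expressing cells, kinetic read (ex 480/em 520 nm). Compound added and read 3 min for agonist activity, followed by capsaicin at EC20 final and 2 min further read for enhancement.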
hERG WT inh = blocks the wildtype human KCNH2 potassium channel. U2OS, BacMam KCNH2, thallium flux FluxOr; stronger effect = lower value. activity change, % at 1.84 µM. actives 0.37% (n = 340,000);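 active means maximum activity change below -70%; inconclusive means maximum activity change between -70% and -50%; inactive means maximum activity change above -50%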; further: on the % scale 0 is the no-effect control and ±100 the full control effect
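U2OS cells transduced with wild-type KCNH2 virus are loaded with FluxOr dye for 45 min, and thallium flux is measured in kinetic reads before and after stimulation buffer. Rate constants are normalized to DMSO controls.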
KCNH2 3.1 inh = inhibitors of human KCNH2 3.1 potassium channel isoform. U2OS KCNH2 3.1, thallium flux FluxOr; stronger effect = lower value. activity change, % (tested at about 1.8 µM). actives 0.95% (n = 340,000). AID 720553;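 active means maximum activity change below -70%; inconclusive means maximum activity change from -70% to -50%; inactive means maximum activity change above -50%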;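 further: thallium influx rate constant from kinetic fluorescence after stimulation buffer; on the % scale 0 is the no-effect control and ±100 the full control effect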
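Thallium flux read-out: FluxOr dye with Red40 quencher in HBSS/HEPES, 45 min at RT. Rate constants from kinetic reads were normalized to positive and negative DMSO controls. Cells: U2OS virally expressing the 3.1 isoform.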
B2AR arrestin = agonists driving beta-arrestin recruitment to human beta2-adrenergic receptor; beta-arrestin recruitment to beta2AR, cell-based reporter; Potency, µM (series often up to 46.1 µM), inactives show at the top dose activation, most hits filed as activators; actives 0.02% (n = 330,000); AID 492947;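 further: potency means the concentration at half of the fitted maximal effect; 0% = DMSO controls and full agonism = EC100 isoproterenol or metaproterenol; nearly all actives have a fitted effect of over 65% in size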
Giardia killer = Giardia lamblia killing | Giardia lamblia trophozoite viability | activity change, % at 7.66 µM, hits read low | actives 0.15% (n = 340,000); in the data active means activity change below about -80%; inconclusive means between about -30% and that limit;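 further: parasites exposed to compound for two days anaerobically before the ATP read; on the % scale 0 is the no-effect control and ±100 the full control effect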
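Luminescent ATP signal served as the viability read-out, measured 15-30 min after adding ATP detection reagent to trophozoites that had been incubated with compounds for 48 hrs at 37 deg C anaerobically at 100 cells/well.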
GALK inh = blocks human galactokinase activity; P51570; Purified GALK, Kinase-Glo residual ATP luminescence; Potency, µM (series often up to 57.5 µM), for the others: at the top dose activity change, negative = inhibition, most hits filed as inhibitors; actives 0.007% (n = 270,000); AID 1868; further: potency means the concentration at half of the fitted maximal effect; on the % scale 0 is the no-effect control and ±100 the full control effect
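GALK at 5 nM final was combined with compound, 35 uM ATP and 100 uM galactose in HEPES pH8.0 with MgCl2 and DTT. The reaction ran one hour at room temperature before luminescent ATP detection.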
MLL CXXC-DNA inh = blocks binding of human MLL CXXC domain to DNA; Q03164; Potency, µM (titrated, usually from 115 µM), for the others: top-dose activity change, negative = inhibition, actives largely listed as inhibitors; MLL-CXXC / FITC-HOXA9 DNA fluorescence polarization; actives 0.037% (n = 290,000); active means well fitted inhibition curve with a large enough effect in the polarisation, with a control signal flat, not every such curve was filed as active; inconclusive means small, poorly fitted or top-dose-only effect, or effect the other way, or a change in a side signal; inactive means no such curve, though single readings can be large or run the other way; the % refers to the polarisation; further: potency means the concentration at half of the fitted maximal effect
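Purified MLL-CXXC (added from a 7 uM solution) was preincubated 5 min at ambient with pinned compounds in 50 mM Tris-HCl pH 7.5, 50 mM NaCl, 1 mM DTT, 0.05% BSA. Fluorescein-labeled HOX-A9 DNA (50 nM solution) followed, 30 min, then polarization read.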
* hit, by the source's call; ? = inconclusive; . = no result given; [ ] = another dose, or the depositor's remark. Unless noted, the call rests on the fitted dose curve; in most records, active means well fitted curve in the direction sought with a large enough effect; inconclusive means small, poorly fitted or top-dose-only effect, or another doubt; inactive means no such curve, though single readings can be large; an effect the other way counts as inactive or inconclusive.

SMILES	FBPA coupling cs	Menin-MLL TR inh	USP2a inh	PKM2 activator	TRPV1 ag	hERG WT inh	KCNH2 3.1 inh	B2AR arrestin	Giardia killer	GALK inh	MLL CXXC-DNA inh
CC12CCC(C(=O)Nc3ccccc3Cl)(C(Br)C1=O)C2(C)C (stereo unspecified)	4	-12%	2%	-3%	3	1	-17	-0.4%	2	2%	4%
CN(CC(=O)N1CCCCC1)S(=O)(=O)c1cccc2nsnc12	1	11%	0%	.	-5	-1	11	-0.1%	15	1%	13%
CCCCc1ccc(NC(=O)CC(C)C)cc1	0	3%	1%	2%	?	-7	32	0.3%	2	0%	13%
O=C(Cn1cc2c(n1)CCCC2)NC1CCCCCC1	2	7%	2%	0%	15	-15	-1	-0.2%	-11	0%	8%
COC(=O)Cn1cc(/C=C/c2cc[n+](C)cc2)c2ccccc21	-24	7%	?	0%	5	0	-28	-0.2%	8	-1%	?
Cc1c(O)ccc(/C=N/Nc2ncccc2[N+](=O)[O-])c1O	-4	?	-1%	-5%	-1	-4	-6	-0.4%	-26	1%	-5%
O=S(=O)(Nc1ncccn1)c1ccc(NC(=S)Nc2ccc(Cl)cc2)cc1	2	.	0%	0%	1	0	5	-1.1%	9	0%	-2%
O=C(c1nc2ccc(Cl)cn2c1CNCCc1cnccn1)N1CCCCCCC1	-1	-22%	1%	2%	0	-18	4	-0.8%	-5	-4%	-3%
COc1ccc(OC)c(/C=C/C(=O)OCC(=O)N2C(C)CCCC2C)c1 (stereo unspecified)	.	.	0%	.	.	-10	31	0.0%	23	.	.
Cc1nc2cc(NCc3ccccc3O)ccc2n1Cc1ccccc1	-13	?	-14%	5µM*	0	6	-21	0.2%	-1	4%	-3%
Cc1cc(C)c(C2C(C#N)=C(N)Oc3n[nH]c(C)c32)cc1CN1CCCC1 (stereo unspecified)	0	-18%	1%	-10%	0	16	2	-0.2%	7	-1%	0%
Cc1nn(-c2ccccc2)c(C)c1C1C(C#N)=C(N)Oc2n[nH]c(C)c21 (stereo unspecified)	0	-10%	2%	9%	3	2	4	0.1%	-3	1%	2%
CC(=O)c1ccc(NC(=O)CNCC(c2ccccc2)N(C)C)cc1 (stereo unspecified)	-4	-17%	4%	.	0	22	3	0.1%	-10	1%	19%
CC(=O)Nc1ccc(SCC(=O)NCCc2ccc(F)cc2)cc1	5	-2%	-3%	-2%	-5	-10	1	-0.2%	2	13%	-4%
CCOc1ccc(NC(=O)c2ccc(CC)s2)c([N+](=O)[O-])c1	0	-11%	9%	0%	-3	12	-3	-0.5%	15	0%	9%
Cc1nc(CN2CCN(S(=O)(=O)c3c(Cl)cc(Br)cc3Cl)CC2)cs1	.	.	7%	.	8	-7	-2	-0.4%	-11	.	.
Cn1c(=O)c2c(nc(Cc3ccc(N)cc3)n2C)n(C)c1=O	3	2%	-5%	-2%	-1	0	-5	-0.7%	-4	3%	34%[activator]
CCC(C(=O)c1ccccc1)P(=O)(NN)c1ccccc1 (stereo unspecified)	0	.	-1%	-1%	0	-7	2	-0.2%	4	4%	4%
O=C(CN1C(=O)NC2(CCCC2)C1=O)Nc1ccccc1C(F)(F)F	0	.	3%	.	1	-13	3	-0.4%	11	1%	8%
Cc1ccc(NC(=S)N2CCN(c3ncccn3)CC2)cc1C	-2	2%	3%	-3%	2	8	21	0.5%	8	0%	5%
O=C(Nc1cccc(-c2cccc(F)c2)c1)C1CCN(Cc2ccco2)CC1	.	.	2%	.	5	51	-34	-0.1%	-3	-2%	-5%
COc1ccc(C2C(C(=O)OCC3CCCO3)=C(C)NC3=C2C(=O)CC(c2ccco2)C3)cc1O (stereo unspecified)	-1	1%	3%	24%	-1	-2	3	-3.6%	-5	.	1%
COc1ccc(NC(=O)c2ccc(NC(=O)c3nc4nc(C)cc(C)n4n3)cc2)cc1	.	.	0%	.	2	-2	-15	-0.4%	0	.	.
Cc1cccc(NC(=O)Nc2ccc(S(N)(=O)=O)cc2)c1	3	.	3%	-3%	10	7	18	-0.5%	-8	-2%	-1%
CCc1ccc[n+](-c2[nH]c(=O)sc2/C=N/N=C(\N)[O-])c1	2	.	-3%	6%	4	5	-4	0.0%	11	.	12%
CCC1Oc2ccccc2N(CC(=O)NCCN2CCCC2)C1=O (stereo unspecified)	.	.	4%	.	1	4	7	-1.0%	0	-6%	2%
O=C(Oc1oc(-c2ccco2)nc1C=Nc1ccccc1)c1ccco1	0	-16%	3%	0%	2	6	1	0.3%	-2	1%	-7%
CCCCOc1ccc(C2=NNC(=O)CC2)cc1	2	-17%	0%	-6%	5	-21	-34	-0.7%	10	2%	-2%
CC(C)(C)c1ccc(/C=N/Nc2ccc(C(=O)O)cc2)cc1	2	?	2%	5%	1	49	3	-3.0%	1	4%	1%
CC1CCCCC1NC(=O)CSc1nnc(N)s1 (stereo unspecified)	-2	-16%	0%	-2%	1	-3	5	-0.1%	11	0%	-4%
COc1cc([N+](=O)[O-])ccc1NC(=O)CC1SC(=Nc2ccc(F)cc2)N(CCC2=CCCCC2)C1=O (stereo unspecified)	-3	8%	2%	3%	14	6	13	-0.8%	-13	-3%	7%
O=C(CCN1C(=O)COc2ccccc21)N1CCCCC1	-3	-4%	4%	-8%	0	-1	-1	0.3%	-14	0%	-7%
COc1ccc(NS(=O)(=O)c2ccc(C)c(NC(=O)CN3C(=O)NC4(CCCC4)C3=O)c2)cc1	.	.	3%	.	3	-3	17	-0.3%	0	.	.
COc1cccc(CN2CCN(C3CCN(c4ccccc4C)CC3)CC2CCO)c1 (stereo unspecified)	-2	?	0%	3%	-2	26	-29	0.1%	7	2%	-10%
O=C(COc1ccc(S(=O)(=O)N2CCOCC2)cc1)NC1CC1	2	72%[activator]	0%	0%	6	18	15	0.3%	-10	13%	6%
CCOc1ccc(S(=O)(=O)N(CC(=O)NN=C2CCN(C)CC2)c2ccc(C)cc2)cc1	.	.	-2%	-4%	0	14	-4	0.0%	14	-1%	-2%
CC1(C)CC(=O)C(C(=S)Nc2ccccc2)=C(NC2CC(C)(C)NC(C)(C)C2)C1	1	4%	-3%	-6%	5	3	20	6.8%	1	-1%	3%
Cc1[nH]nc(Nc2ccc(C(C)C)cc2)c1[N+](=O)[O-]	2	.	0%	13%	14	-5	-5	0.4%	4	2%	-2%
O=C(NCC1CCCO1)C1CCCN(c2ncccn2)C1 (stereo unspecified)	3	-9%	-1%	5%	-3	-34	2	-0.1%	-7	2%	9%
COc1ccccc1-c1oc2ccccc2c1C#CCCO	.	.	3%	.	?	-15	1	0.1%	-11	.	.
CC(=O)c1ccc(NC(=O)Cn2cnc(S(=O)(=O)N3CCOCC3)c2)cc1	.	.	2%	.	-2	3	9	0.3%	-12	-5%	3%
CN1CCN(Cc2cc(Cl)c3cccnc3c2OC(=O)c2cccs2)CC1	-4	-3%	1%	-4%	-3	-1	2	-0.6%	1	1%	-4%
COc1ccc2nc(N(CCN(C)C)C(=O)c3ccc4c(c3)OCCO4)sc2c1	.	.	1%	0%	-1	-5	9	-0.1%	26	-2%	1%
CCOCCCNCc1ccc(OCC(=O)N2CCOCC2)c(OC)c1	-2	0%	3%	-6%	-1	-5	1	0.1%	-10	0%	-2%
O=C1CCC(=O)N1OCCOc1ccccc1	-1	5%	0%	-1%	-4	-2	-9	-0.4%	18	1%	6%
CC1CCCC(NC(=O)CSc2nnc(N)s2)C1C (stereo unspecified)	4	29%	-9%	-9%	2	9	-10	-0.3%	-11	4%	-12%
COc1ccc(CN2C[C@H](C)[C@@H](CC(=O)NCc3ccccc3)C2=O)cc1	0	?	2%	1%	1	-2	-18	-0.5%	2	.	7%
CC(=O)C1=C(C)NC(SCC(=O)c2ccccc2)=C(C#N)C1c1ccco1 (stereo unspecified)	-7	?	-2%	3%	6	.	.	-0.7%	.	5%	3%
O=C(Nc1ccc(F)cc1)N(Cc1nnc2n1CCCCC2)c1ccccc1	1	0%	4%	-2%	4	2	-3	0.1%	22	2%	-3%
Cc1ccc(C(=O)CN2C(=O)c3ccccc3S2(=O)=O)cc1	1	.	-1%	-3%	.	-4	11	-0.8%	?	0%	-3%
O=[N+]([O-])c1ccc(NCCNc2ccc(Cl)nn2)cc1	1	1%	3%	1%	3	-5	-5	-0.1%	-7	1%	23%
O=C(c1ccco1)n1c(=S)nc2ccccn21	-4	-4%	-3%	-17%	4	-30	5	-0.3%	-7	7%	0%

Compound activity as filed in PubChem.

An excerpt, so the mix of outcomes need not match the whole.
